Screens: PubChem, several laboratories
SMARCA2 act = SMARCA2 (BRM) function activators, primary screen, cell-based, luminescence, high throughput; actives 1% (n = 370,000); AID 652017, 2013; activation, % at 9.1 µM; MG213 cells, MMTV-luciferase reporter, dexamethasone, overnight; in the data active means activation above about 7.8%;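 further: 0% = vehicle wells and 100% = reference activator wells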
hgDAF12 agonist = H. glycines DAF-12 receptor agonists, primary screen, cell-based, luminescence, HEK293, GAL4 fusion, UAS-luciferase. HEK293 GAL4-hgDAF12 UAS-luciferase reporter, agonist luminescence; normalized to butyrate control. activation, % at 6.8 µM. actives 1.8% (n = 370,000). AID 687014, 2013;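 active means activation above a cutoff set at the mean of all screened compounds plus 3 SD, cut at about 10% in these data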;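 further: 0% = DMSO wells and 100% = sodium butyrate wells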
hcDAF12 agonist = H. contortus DAF-12 nuclear receptor activators, primary screen, cell-based, luminescence, HEK293, lit1-tk-luc reporter | HEK293 hcDAF-12 lit1-tk-luc reporter; 0% DMSO, 100% Δ7-dafachronic acid | activation, % at 6.8 µM | actives 1.4% (n = 370,000);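 active means activation above the mean of all tested compounds plus 3 SD, cut at about 5.5% in these data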;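 further: 100% = response to 3 µM Δ7-dafachronic acid high control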
sPLA2-III inh = human group III sPLA2 inhibitors, primary screen, biochemical, QFRET, BODIPY PC-A2 liposome substrate. Group 3 secretory phospholipase A2 (Homo sapiens), Q9NZ20. actives 0.56% (n = 370,000). inhibition, % at 12.2 µM. QFRET BODIPY PC-A2 liposome hydrolysis, fluorescence. AID 743126, 2013;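 active means inhibition above mean plus 3 SD of compounds lying within the high and low control bounds, cut at about 19% in these data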;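 further: 0% = median of test compound wells and 100% = no enzyme DMSO wells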
PG9 binder = binders of HIV-1 gp120 antibody PG9, primary screen, biochemical, TR-FRET | TR-FRET gp120-PG9 antibody binding | actives 0.43% (n = 360,000) | HIV-1 gp120 / PG9 antibody interaction | inhibition, % at 6.7 µM; in the data active means inhibition above about 8.5%
Rev-erbA mod = modulators of Rev-erb alpha DNA binding, primary screen, biochemical, FITC-DNA, fluorescence polarization, uHTS | Rev-erbα–FITC-DNA binding, 90 min | activity, % at 10 µM | actives 0.79% (n = 370,000) | AID 1259318, 2017 | Nuclear receptor subfamily 1 group D member 1 (Homo sapiens), P20393;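 active means activity above about 14%, limit read from the data; passing the limit was not always enough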;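 further: 0% = DMSO wells with 35 nM protein and 100% = DMSO wells with 750 nM protein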
PLCb3 inh = human PLC-beta3 inhibitors, primary screen, biochemical, fluorescence; 1-phosphatidylinositol 4,5-bisphosphate phosphodiesterase beta-3 (Homo sapiens), Q01970; inhibition, % at 12.2 µM; Purified PLC-beta3, fluorogenic substrate; AID 720704, 2013; actives 0.18% (n = 370,000); in the data active means inhibition above about 11%;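 further: 0% = median of compound wells on plate and 100% = full blocker control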
Target sequence (Q01970 whole entry, looked up): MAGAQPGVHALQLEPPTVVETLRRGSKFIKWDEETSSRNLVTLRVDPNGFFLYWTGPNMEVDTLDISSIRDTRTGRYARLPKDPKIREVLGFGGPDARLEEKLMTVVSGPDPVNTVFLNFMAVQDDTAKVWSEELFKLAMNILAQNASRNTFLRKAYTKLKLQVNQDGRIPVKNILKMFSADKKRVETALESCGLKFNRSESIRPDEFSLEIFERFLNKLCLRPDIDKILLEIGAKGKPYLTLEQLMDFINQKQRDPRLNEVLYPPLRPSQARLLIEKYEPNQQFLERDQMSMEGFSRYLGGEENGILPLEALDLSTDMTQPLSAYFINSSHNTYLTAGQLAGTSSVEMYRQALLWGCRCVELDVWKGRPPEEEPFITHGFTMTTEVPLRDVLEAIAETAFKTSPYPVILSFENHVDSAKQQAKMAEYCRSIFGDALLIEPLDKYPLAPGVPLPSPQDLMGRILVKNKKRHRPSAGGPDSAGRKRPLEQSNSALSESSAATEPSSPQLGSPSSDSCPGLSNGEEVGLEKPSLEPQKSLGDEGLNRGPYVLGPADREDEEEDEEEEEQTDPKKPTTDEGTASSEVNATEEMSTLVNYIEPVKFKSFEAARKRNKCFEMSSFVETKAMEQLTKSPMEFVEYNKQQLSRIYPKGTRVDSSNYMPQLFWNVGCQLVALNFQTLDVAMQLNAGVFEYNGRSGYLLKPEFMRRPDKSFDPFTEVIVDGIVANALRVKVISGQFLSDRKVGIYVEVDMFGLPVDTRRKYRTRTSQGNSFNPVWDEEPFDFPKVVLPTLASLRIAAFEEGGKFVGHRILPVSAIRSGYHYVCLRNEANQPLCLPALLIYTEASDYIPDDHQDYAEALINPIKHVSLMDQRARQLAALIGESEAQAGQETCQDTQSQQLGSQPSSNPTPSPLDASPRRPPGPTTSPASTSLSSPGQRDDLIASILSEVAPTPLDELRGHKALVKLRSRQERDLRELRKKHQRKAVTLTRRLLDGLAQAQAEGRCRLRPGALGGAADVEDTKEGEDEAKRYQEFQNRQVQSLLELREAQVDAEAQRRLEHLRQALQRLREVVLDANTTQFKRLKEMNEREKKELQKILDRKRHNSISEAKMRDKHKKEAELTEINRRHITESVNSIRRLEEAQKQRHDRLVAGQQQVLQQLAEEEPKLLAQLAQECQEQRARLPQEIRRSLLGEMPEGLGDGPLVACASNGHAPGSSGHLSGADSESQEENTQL
DAX1 inh-1 = DAX1 (NR0B1) inhibitors, primary screen, cell-based, HEK293, Gal4-DAX1, luciferase luminescence | inhibition, % at 6.75 µM | actives 0.99% (n = 340,000) | HEK293 Gal4-DAX1 luciferase reporter | AID 504766, 2011 | Nuclear receptor subfamily 0 group B member 1 (Homo sapiens), P51843;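 active means inhibition above the mean over all tested compounds plus 3 SD, cut at about 4.2% in these data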;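 further: 0% = DAX1-transfected cells with DMSO and 100% = empty-vector control cells with DMSO; inhibition shows as a rise in luminescence from relieved DAX1 repression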
DAX1 inh-2 = DAX1 (NR0B1) inhibitors on StAR promoter, primary screen, cell-based, luminescence, SF-1 (NR5A1), full-length DAX-1; AID 652010, 2013; actives 1.1% (n = 370,000); inhibition, % at 6.8 µM; HEK293T StAR-luciferase reporter, SF-1/DAX-1 repression relief;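 active means inhibition above the mean over all tested compounds plus 3 SD, cut at about 3.6% in these data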;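 further: 0% = DAX-1 cells with DMSO and 100% = cells lacking DAX-1 with DMSO; higher inhibition means more luminescence from relief of DAX-1 repression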
GAA850 FXN act = FXN promoter activators, primary screen, cell-based, luciferase luminescence, HEK293 lucGAA850 | HEK293 lucGAA850 FXN promoter luciferase reporter, 24 h; percent of 10 µM SAHA response | activation, % at 6 µM | actives 0.56% (n = 360,000);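 active means activation above the average of all compounds screened plus 3 SD, cutoff fixed separately per campaign, cut at about 7.5% in these data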;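 further: 0% = DMSO wells and 100% = 10 µM SAHA wells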
ssDAF12 agonist = S. stercoralis DAF-12 nuclear receptor activators, primary screen, cell-based, luminescence, HEK293, GRIP1 co-expression, lit1-tk-luc; Nuclear hormone receptor DAF-12 (Strongyloides stercoralis); HEK293 ssDAF-12/GRIP1 lit1-tk-luc reporter; % of 3 µM dafachronic acid response; activation, % at 6.8 µM; actives 1% (n = 370,000);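 active means activation above the mean over all tested compounds plus 3 SD, cut at about 0.9% in these data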;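 further: 0% = DMSO-only wells and 100% = 3 µM delta7-dafachronic acid wells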
Numbers without * were called inactive.

The opening 2 records as a preview:
Screening COc1ccc(-c2nnc(SCCC(=O)O)n2-c2ccccc2)cc1 returned SMARCA2 act 0.8, hgDAF12 agonist 2.0, hcDAF12 agonist -0.6, sPLA2-III inh 7.4, PG9 binder -0.6, Rev-erbA mod -0.9, PLCb3 inh -0.7, DAX1 inh-1 -0.2, DAX1 inh-2 0.2, GAA850 FXN act 0.3 and ssDAF12 agonist -1.1.
`O=C(CSc1nc2ccccc2s1)Nc1ccc(Cl)c(S(=O)(=O)N2CCOCC2)c1` gave SMARCA2 act -4.6, hgDAF12 agonist -3.4, hcDAF12 agonist -2.2, sPLA2-III inh -45.8, PG9 binder 0.9, Rev-erbA mod 3.2, PLCb3 inh 2.8, DAX1 inh-1 -2.6, DAX1 inh-2 -2.1, GAA850 FXN act -1.3 and ssDAF12 agonist -1.8.

Main list, repeating the preview:
Screening COc1ccc(-c2nnc(SCCC(=O)O)n2-c2ccccc2)cc1 returned SMARCA2 act 0.8, hgDAF12 agonist 2.0, hcDAF12 agonist -0.6, sPLA2-III inh 7.4, PG9 binder -0.6, Rev-erbA mod -0.9, PLCb3 inh -0.7, DAX1 inh-1 -0.2, DAX1 inh-2 0.2, GAA850 FXN act 0.3 and ssDAF12 agonist -1.1.
`O=C(CSc1nc2ccccc2s1)Nc1ccc(Cl)c(S(=O)(=O)N2CCOCC2)c1` gave SMARCA2 act -4.6, hgDAF12 agonist -3.4, hcDAF12 agonist -2.2, sPLA2-III inh -45.8, PG9 binder 0.9, Rev-erbA mod 3.2, PLCb3 inh 2.8, DAX1 inh-1 -2.6, DAX1 inh-2 -2.1, GAA850 FXN act -1.3 and ssDAF12 agonist -1.8.
Screening O=C(OCC(=O)N1CCCC1)c1ccc(S(=O)(=O)N2CCOCC2)cc1 returned SMARCA2 act -1.4, hgDAF12 agonist -0.4, hcDAF12 agonist -0.7, sPLA2-III inh 6.3, PG9 binder 0.1, Rev-erbA mod 2.4, PLCb3 inh -0.1, DAX1 inh-1 -0.1, DAX1 inh-2 -0.2, GAA850 FXN act 0.2 and ssDAF12 agonist -1.3.
`O=C(Nc1cccn2ncnc12)c1ccc(Cl)cc1Cl` gave SMARCA2 act 3.6, hgDAF12 agonist -1.7, hcDAF12 agonist -0.3, sPLA2-III inh 4.3, PG9 binder -1.4, Rev-erbA mod -2.0, PLCb3 inh 1.2, DAX1 inh-1 3.0, DAX1 inh-2 0.7, GAA850 FXN act -2.5 and ssDAF12 agonist -1.9.
Screening COc1ccc(N2CCN(C(=O)CC3NC4CCCCC4NC3=O)CC2)cc1 (stereo not drawn) returned SMARCA2 act 0.6, hgDAF12 agonist -2.4, hcDAF12 agonist -1.4, sPLA2-III inh -0.1, PG9 binder -1.4, Rev-erbA mod -2.5, PLCb3 inh 3.3, DAX1 inh-1 0.5, DAX1 inh-2 -0.3, GAA850 FXN act -2.1 and ssDAF12 agonist -1.2.
O=C(NCCN1CCC(Cc2ccccc2)CC1)C1CCCN(S(=O)(=O)c2ccccc2)C1 (stereo not drawn) was read as SMARCA2 act -2.6, hgDAF12 agonist -2.7, hcDAF12 agonist -4.3, sPLA2-III inh -9.6, Rev-erbA mod 4.4, PLCb3 inh 3.6, DAX1 inh-2 -3.0 and ssDAF12 agonist -2.5.
`CC(C)OC(=O)N(C)C[C@@H]1OCc2cnnn2CCCC(=O)N([C@H](C)CO)C[C@@H]1C` gave SMARCA2 act 4.9, hgDAF12 agonist 0.2, hcDAF12 agonist 0.1, sPLA2-III inh 9.2, PG9 binder -0.2, Rev-erbA mod -9.5, PLCb3 inh 5.3, DAX1 inh-1 0.6, DAX1 inh-2 0.5, GAA850 FXN act 1.4 and ssDAF12 agonist -0.3.
Screening COC(=O)c1ccccc1NC(=O)CN(Cc1ccc(Cl)cc1)S(C)(=O)=O returned SMARCA2 act -3.6, hgDAF12 agonist 1.1, hcDAF12 agonist 0.3, sPLA2-III inh -7.4, PG9 binder 1.1, Rev-erbA mod -1.2, PLCb3 inh 0.1, DAX1 inh-1 -0.3, DAX1 inh-2 0.5, GAA850 FXN act 1.0 and ssDAF12 agonist -0.9.
For COc1ccccc1-n1cc(CN2CCN(C3CCCCC3)C(CCO)C2)cn1 (stereo not drawn) the results were SMARCA2 act -4.4, hgDAF12 agonist -2.0, hcDAF12 agonist -1.6, sPLA2-III inh -1.5, PG9 binder -0.2, Rev-erbA mod 4.3, PLCb3 inh -1.6, DAX1 inh-1 -0.2, DAX1 inh-2 -0.7, GAA850 FXN act -1.0 and ssDAF12 agonist -1.9.
For O=C(c1[nH]c(C(F)(F)F)nc1-c1ccccc1)N1CCC(C(O)(c2ccccc2)c2ccccc2)CC1 the results were SMARCA2 act -3.1, hgDAF12 agonist -2.1, hcDAF12 agonist -0.2, sPLA2-III inh -34.6, PG9 binder 0.5, Rev-erbA mod 6.8, PLCb3 inh 2.6, DAX1 inh-2 0.3 and ssDAF12 agonist -0.4.
`CC(C)[C@H](NC(=O)c1ccccc1Cl)C(=O)OCc1cc(=O)n2cc(Br)ccc2n1` gave SMARCA2 act -1.0, hgDAF12 agonist -0.1, hcDAF12 agonist 0.7, sPLA2-III inh 0.9, PG9 binder -0.8, Rev-erbA mod -0.9, PLCb3 inh -6.8, DAX1 inh-1 0.5, DAX1 inh-2 -0.1, GAA850 FXN act -1.2 and ssDAF12 agonist -1.9.
Screening COc1ccc(-n2c(SC3CCOC3=O)nc3ccccc32)cc1 (stereo not drawn) returned SMARCA2 act 1.2, hgDAF12 agonist 0.8, hcDAF12 agonist 0.7, sPLA2-III inh -15.2, PG9 binder -0.8, Rev-erbA mod -6.5, PLCb3 inh 1.3, DAX1 inh-1 -0.2, DAX1 inh-2 -0.3, GAA850 FXN act -0.7 and ssDAF12 agonist -0.3.
Screening Cc1ccc(-n2ncc3c(N4CCCC4)ncnc32)c(C)c1 returned SMARCA2 act 3.4, hgDAF12 agonist 7.2, hcDAF12 agonist 5.5, sPLA2-III inh 1.0, PG9 binder -1.1, Rev-erbA mod 3.7, PLCb3 inh -4.7, DAX1 inh-1 0.4, DAX1 inh-2 1.4, GAA850 FXN act 7.6* and ssDAF12 agonist -1.4.
For Cc1cc(C(=O)N/N=C/c2cc(Cl)cc([N+](=O)[O-])c2O)c2ccccc2n1 the results were SMARCA2 act -2.8, hgDAF12 agonist 3.1, hcDAF12 agonist -2.0, sPLA2-III inh -2.9, PG9 binder 0.4, Rev-erbA mod 6.5, PLCb3 inh -14.3, DAX1 inh-1 0.7, DAX1 inh-2 0.3, GAA850 FXN act -2.1 and ssDAF12 agonist -2.1.
CCSc1nnc(NC(=O)C(CC)Oc2ccccc2)s1 (stereo not drawn) was read as SMARCA2 act -2.1, hgDAF12 agonist -1.4, hcDAF12 agonist 0.1, sPLA2-III inh 2.0, PG9 binder -1.5, Rev-erbA mod -3.6, PLCb3 inh -2.2, DAX1 inh-1 1.3, DAX1 inh-2 -0.4, GAA850 FXN act -2.4 and ssDAF12 agonist -0.8.
For Cc1cc2nc(-c3ccc(Cl)cc3)c(Cc3cccc(Cl)c3)n2c(C)c1Br the results were SMARCA2 act 2.3, hgDAF12 agonist 2.6, hcDAF12 agonist 2.5, sPLA2-III inh -13.2, PG9 binder -0.1, Rev-erbA mod -1.4, PLCb3 inh -10.2, DAX1 inh-2 1.7 and ssDAF12 agonist 1.1*.
Screening NC(=O)CN1C(=O)NC(c2ccccc2)(c2ccccc2)C1=O returned SMARCA2 act -0.2, hgDAF12 agonist -3.2, hcDAF12 agonist -2.0, sPLA2-III inh 0.3, PG9 binder 1.1, Rev-erbA mod 4.5, PLCb3 inh 4.3, DAX1 inh-1 -1.8, DAX1 inh-2 1.0, GAA850 FXN act -1.6 and ssDAF12 agonist -0.3.
For Cc1ccc(NC(=S)C2=C(O)c3sccc3N(C)S2(=O)=O)cc1 the results were SMARCA2 act 0.2, hgDAF12 agonist -2.6, hcDAF12 agonist 0.5, sPLA2-III inh 0.2, PG9 binder -0.3, Rev-erbA mod 0.5, PLCb3 inh -40.5, DAX1 inh-1 -0.7, DAX1 inh-2 0.0, GAA850 FXN act -1.0 and ssDAF12 agonist -0.4.
`COc1ccc(CCNC(=O)CN(C)S(=O)(=O)c2cccc3nsnc23)cc1OC` gave SMARCA2 act -2.9, hgDAF12 agonist -1.9, hcDAF12 agonist -1.0, sPLA2-III inh -2.9, PG9 binder 0.5, Rev-erbA mod -5.0, PLCb3 inh -1.5, DAX1 inh-1 -0.4, DAX1 inh-2 -0.5, GAA850 FXN act -0.1 and ssDAF12 agonist -1.0.
CCCNC(=O)c1ccc(Cn2cc(-c3ccc(OC)cc3)nc2C(C)N)cc1 (stereo not drawn) was read as SMARCA2 act 1.8, hgDAF12 agonist 7.6, hcDAF12 agonist 1.1, sPLA2-III inh 11.8, PG9 binder 0.8, Rev-erbA mod -2.5, PLCb3 inh -167.3, DAX1 inh-1 1.9, DAX1 inh-2 0.8, GAA850 FXN act 3.0 and ssDAF12 agonist -0.6.
Cc1cc(OCC(=O)NNC(=O)c2cccnc2)cc(C)c1Cl was read as SMARCA2 act 1.6, hgDAF12 agonist -0.9, hcDAF12 agonist -1.9, sPLA2-III inh -0.9, PG9 binder -0.3, Rev-erbA mod 0.9, PLCb3 inh -5.8, DAX1 inh-1 -0.4, DAX1 inh-2 1.4, GAA850 FXN act -1.4 and ssDAF12 agonist -1.4.
For Cc1ccc(S(=O)(=O)CCC(=O)OCC(=O)Nc2cc(F)ccc2C)cc1 the results were SMARCA2 act -4.1, hgDAF12 agonist 2.0, hcDAF12 agonist 0.1, sPLA2-III inh 10.7, PG9 binder 2.1, Rev-erbA mod -2.7, PLCb3 inh -5.3, DAX1 inh-1 0.6, DAX1 inh-2 1.5, GAA850 FXN act -1.1 and ssDAF12 agonist -1.0.
`CCOC(=O)c1cc(-c2ccccc2)nn1Cc1cc(CC)no1` gave SMARCA2 act 3.3, hgDAF12 agonist 5.8, hcDAF12 agonist -0.6, sPLA2-III inh -5.8, PG9 binder -0.5, Rev-erbA mod -4.3, PLCb3 inh 1.2, DAX1 inh-1 -0.7, DAX1 inh-2 1.2, GAA850 FXN act 3.6 and ssDAF12 agonist -0.7.
